Screening data from PubChem BioAssay.
TSG101-PTAP inh: inhibitors of HIV-1 PTAP binding to human TSG101, validation. Q99816. Fluorescence polarization, FITC-PTAP peptide/Tsg101, 20 min. Potency, µM (titrated, usually from 115 µM), inactives show top-dose activity change, negative = inhibition, hits mostly inhibitors. 44,000 tested, under 10 active; further: potency means the concentration at half of the fitted maximal effect; 0% is about no effect
Target sequence (Q99816 whole entry, looked up): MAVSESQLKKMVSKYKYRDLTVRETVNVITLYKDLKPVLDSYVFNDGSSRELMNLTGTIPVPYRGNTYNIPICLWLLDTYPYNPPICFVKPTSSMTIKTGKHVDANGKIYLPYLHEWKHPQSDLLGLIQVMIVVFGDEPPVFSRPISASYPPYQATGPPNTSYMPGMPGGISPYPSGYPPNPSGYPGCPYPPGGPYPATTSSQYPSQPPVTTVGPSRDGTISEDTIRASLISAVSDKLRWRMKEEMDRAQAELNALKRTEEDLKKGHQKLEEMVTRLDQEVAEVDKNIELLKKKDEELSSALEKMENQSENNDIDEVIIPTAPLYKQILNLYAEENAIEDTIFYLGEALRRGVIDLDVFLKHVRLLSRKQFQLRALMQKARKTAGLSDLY
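qHTS FP binding, 20 min r.t.: 10 uM Tsg101 domain + 50 nM FITC-PTAP peptide, pH 7.5 HEPES buffer with TCEP and EDTA.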
p53null 39C tox: kills p53 null cells at the nonpermissive temperature; H1299 p53-null (neo) cells, 39C, ATPlite viability, 24 h; 0.97% of 55,000 active; Potency, µM (series often up to 46.1 µM), inactives show at the highest dose activity, negative = cell killing, hits mostly cytotoxic; AID 904;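 further: potency means the concentration at half of the fitted maximal effect; 0% = DMSO only and -100% = full killing by 100 µM tamoxifen; nearly all actives have a fitted effect of over 50% in size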
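Concentration-response (up to 46 uM) was run for 24 h at the nonpermissive 39C on H1299-p53A138V or H1299-neo cells. ATP content was measured with ATPlite luminescence. AC50 values were Hill-modeled after normalizing between DMSO and 100 uM tamoxifen killing.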
B2AR arrestin ag: beta-arrestin recruitment by human beta2-adrenergic receptor ligands. HTLA Tango cells, beta-arrestin recruitment, luciferase luminescence, 18 h. 44,000 tested, under 10 active. P07550. Potency, µM (titrated, usually from 46.1 µM), inactives show at the highest dose activation, most hits filed as activators;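 further: potency means the concentration at half of the fitted maximal effect; 0% = DMSO and full agonism = EC100 isoproterenol or metaproterenol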
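Receptor–beta-arrestin recruitment read by tTA-responsive luciferase: compound titrations (up to 46 µM) incubated 18 h with Tango cells, then luminescent substrate 15 min at room temperature. Concentration-response fits classified by r2, efficacy and activity.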
GALK inhibitor: inhibits human galactokinase; P51570; recombinant GALK, Kinase-Glo ATP luminescence, 1 h; Potency, µM (series often up to 57.5 µM), for inactives: at the top dose activity, negative = inhibition, hits mostly inhibitors; 44,000 tested, under 10 active; AID 1347072;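 further: plate controls were full GALK reaction for no effect and reaction lacking GALK for full effect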
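Compounds were pinned into ATP buffer, then GALK-galactose mix was added (final 5 nM enzyme, 35 uM ATP, 100 uM galactose, pH 8.0). After 1 h at room temperature, Kinase-Glo Plus was added and luminescence read.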
p53null 32C tox: p53 null cell cytotoxicity, permissive temperature; H1299-neo p53 null cells, ATP luminescence, 24 h, 32C; Potency, µM (highest dose often 46.1 µM), inactives show at the highest dose activity change, negative = cytotoxicity, most hits filed as cytotoxic; 0.62% of 55,000 active;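 further: potency means the concentration at half of the fitted maximal effect; 0% = DMSO only and -100% = full killing by 100 µM tamoxifen; nearly all actives have a fitted effect of over 55% in size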
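H1299-neo (p53 null) cells, 600/well, treated 24 h at 32C with compound up to 46 uM; ATPlite luminescence viability, normalized to DMSO and 100 uM tamoxifen; AC50 by Hill fit.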
NTMT1 inh: NTMT1 methyltransferase inhibition; Q9BV86; NTMT1 MTase-Glo SAH luminescence, purified enzyme; Potency, µM (series often up to 114 µM), without a hit: top-dose activity change, negative = inhibition, hits mostly inhibitors; 2.5% of 59,000 active; AID 1645870;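 further: potency means the concentration at half of the fitted maximal effect; plate controls were DMSO vehicle for no effect and no enzyme for full effect; nearly all actives have a fitted effect of over 65% in size; many of its hits are not listed in these tables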
Target sequence (Q9BV86 whole entry, looked up): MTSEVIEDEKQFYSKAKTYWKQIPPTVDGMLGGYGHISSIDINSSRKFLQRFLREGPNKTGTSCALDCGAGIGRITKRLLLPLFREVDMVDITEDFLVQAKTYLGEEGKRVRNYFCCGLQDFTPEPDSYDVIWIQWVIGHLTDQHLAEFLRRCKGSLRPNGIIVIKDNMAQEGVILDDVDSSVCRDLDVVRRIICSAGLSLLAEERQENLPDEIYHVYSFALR
FH mod: Identification of activators of human fumarate hydratase by quantitative high-throughput screening; Fumarate hydratase, mitochondrial (Homo sapiens), P07954; FH coupled MDH/diaphorase resazurin fluorescence, 15 min; Potency, µM (titrated, usually from 79.9 µM), for inactives: at the top dose activity change, negative = inhibition, usual class: inhibitors; 0.22% of 54,000 active; further: potency means the concentration at half of the fitted maximal effect; on the % scale 0 is the no-effect control and ±100 the full control effect; the screen sought activators but most active calls are inhibition curves; nearly all actives have a fitted effect of over 45% in size
* hit, by the source's call; ? = inconclusive; [ ] = dose if it differs, or a comment. The call rests on the fitted dose curve; in most records, active means well fitted curve in the direction sought with a large enough effect; inconclusive means small, poorly fitted or top-dose-only effect, or another doubt; inactive means no such curve, though single readings can be large; an effect the other way counts as inactive or inconclusive. This is a subset; rates above refer to the full screens.

item | SMILES | TSG101-PTAP inh | p53null 32C tox | GALK inhibitor | FH mod
1 | CCOc1ccc(CNC(=O)CN2C(=O)CSc3ccc(S(=O)(=O)N4CCOCC4)cc32)cc1OC | -3% | 0% | 3% | -2%
2 | Cc1ccc(C)c(Cn2nnc(C(=O)NCc3ccc(Cl)cc3Cl)c2N)c1 | 3% | 5% | 7% | 1%
3 | Cc1ccc(CNC(=O)C2CCN(S(=O)(=O)c3ccc4[nH]c(=O)ccc4c3)CC2)cc1 | 3% | 1% | 1% | 7%
4 | COCc1cc(C)nc2sc(C(=O)Nc3ccc(OC(F)(F)F)cc3)c(N)c12 | 0% | -4% | 1% | 3%
5 | COc1ccc(C2CC(=O)c3cc(-c4nc(-c5ccc(Cl)cc5)c(C)s4)c(=O)[nH]c3C2)cc1 (configuration not stated) | 5% | 4% | 4% | -5%
6 | CCN(CC)c1ccc(NC(=O)CCc2nc3cccnc3n2Cc2cccs2)c(C)c1 | -3% | 2% | -2% | -7%
7 | CCN1C(=O)c2ccccc2Sc2ccc(NC(=O)Nc3cc(C)cc(C)c3)cc21 | 1% | -3% | 2% | -25%
8 | CCOc1ccccc1C1C(C(=O)Nc2ccccc2)=C(C)Nc2nc(-c3ccccc3)nn21 (configuration not stated) | 1% | 19% | 2% | -21%
9 | COc1ccccc1N1CCN(S(=O)(=O)c2ccc(-c3ccno3)cc2OC)CC1 | -4% | -3% | -2% | -13%
10 | COc1ccc(NC(=O)C2CCC(CNS(=O)(=O)c3ccc(Br)s3)CC2)cc1OC (configuration not stated) | -6% | 6% | 3% | 3%

item | p53null 39C tox | B2AR arrestin ag | NTMT1 inh
1 | 22% | -1% | -1%
2 | ? | 0% | 2%
3 | 11% | 0% | -16%
4 | 13% | 0% | -6%
5 | -4% | -2% | 10%
6 | -9% | -2% | ?
7 | 10% | -3% | 5%
8 | 16% | -2% | ?
9 | 7% | 0% | 89µM*
10 | -12% | -2% | -6%

More compounds
item | SMILES | TSG101-PTAP inh | p53null 32C tox | GALK inhibitor | FH mod
11 | O=C(Nc1ccc(C(F)(F)F)cc1)C1CCC(CNS(=O)(=O)c2cccc3nsnc23)CC1 (configuration not stated) | 2% | -5% | 0% | -7%
12 | COc1ccccc1C(=O)NCCc1csc(-c2ccc(C(F)(F)F)cc2)n1 | -2% | ? | 2% | ?
13 | Cc1cc(=O)n(Cc2ccccc2Cl)c2c1c(C)nn2-c1ccccc1 | 1% | -3% | -2% | 7%
14 | COC(=O)Cn1c(SCCOc2ccccc2OC)nc2ccccc21 | 0% | -2% | 3% | -16%
15 | COc1ccc(OCC(=O)Nc2ccc(O)c(-c3nc4ccccc4s3)c2)cc1 | -1% | -12% | -2% | 4%
16 | COc1ccc(-c2cc(C)nc3c(-c4ccc(OC)c(OC)c4)c(C)nn23)cc1 | -8% | -8% | 7% | -27%
17 | CCOc1ccccc1NC(=O)N1CCN(Cc2cc(=O)n3nc(-c4ccc(C)cc4)sc3n2)CC1 | -2% | 0% | 0% | 2%
18 | Brc1ccc(-c2ccc(CNCCSc3nnnn3-c3ccccc3)o2)cc1 | 18% | 41%[activator] | 3% | ?
19 | CCOC(=O)c1c(C)oc2nc(C)nc(NCC3CCN(Cc4cccc(Cl)c4)CC3)c12 | -3% | -1% | -2% | -4%
20 | COc1ccccc1NC(=O)c1c(NCc2ccc(C)o2)sc2c1CCC(C)C2 (configuration not stated) | -1% | ? | -2% | ?

item | p53null 39C tox | B2AR arrestin ag | NTMT1 inh
11 | -3% | -2% | 0%
12 | 2% | -1% | -2%
13 | 7% | 5% | -7%
14 | 6% | -4% | ?
15 | -17% | 0% | 10%
16 | 7% | 1% | -3%
17 | 25% | 0% | -2%
18 | -20% | -1% | -7%
19 | -8% | -1% | 11%
20 | 5% | 4% | ?

Going on with the list:
item | SMILES | TSG101-PTAP inh | p53null 32C tox | GALK inhibitor | FH mod
21 | CCN(CC)CCn1c2c(c(SCC(=O)Nc3cccc(C(F)(F)F)c3)nc1=O)CCC2 | -8% | -8% | 0% | -7%
22 | COc1ccc(CNC(=O)c2cc(-c3ccc(OC)cc3)nc3n[nH]c(-c4cccc([N+](=O)[O-])c4)c23)cc1 | 1% | 4% | 0% | 4%
23 | COc1ccc(C2=NS(=O)(=O)N(C)C(C(=O)N(C)Cc3ccccc3)=C2)cc1OC | 3% | -13% | 3% | -34%
24 | COc1ccccc1NC(=O)CSc1nncn2c1cc1sccc12 | -2% | -5% | 3% | -13%
25 | COc1ccc(OC)c(NC(=O)CSC2=Nc3ccccc3C3=NC(CCC(=O)NCc4ccco4)C(=O)N23)c1 (configuration not stated) | 7% | 6% | -1% | -1%
26 | COc1ccccc1NC(=O)Cn1nc(C)n2cccc2c1=O | -1% | -12% | -9% | 1%
27 | COc1cccc(-n2c(-c3ccc(Cl)cc3)cc3c2CC(C)(C)CC3=O)c1 | -4% | 1% | 7% | -26%
28 | CCC(=O)N1CCc2cc(Br)cc(S(=O)(=O)CCC(=O)NCCc3ccccc3)c21 | -1% | 3% | 2% | 3%
29 | CC(C)Oc1ccc(CNS(=O)(=O)c2ccc3c(c2)C(C)(C)C(=O)N3C)cc1 | -1% | -17% | -2% | 12%
30 | Cc1cc2nc(-c3ccc(OCc4ccccc4Cl)cc3)cc(C(F)(F)F)n2n1 | -6% | 1% | 0% | 1%

item | p53null 39C tox | B2AR arrestin ag | NTMT1 inh
21 | -4% | -3% | -3%
22 | 14% | 2% | 0%
23 | -6% | ? | -4%
24 | 7% | 0% | 0%
25 | 6% | -3% | 1%
26 | 8% | 1% | 0%
27 | 50%[activator] | 1% | 3%
28 | -2% | 0% | 2%
29 | -23% | -1% | 2%
30 | 7% | 0% | 7%

(list continues)
item | SMILES | TSG101-PTAP inh | p53null 32C tox | GALK inhibitor | FH mod
31 | O=C1CC(=O)Nc2cc(S(=O)(=O)Nc3cccc(Br)c3)ccc2N1 | -5% | -6% | 0% | -1%
32 | Cc1ccccc1NCc1nc2ccccc2n1CCOc1ccccc1 | -5% | 54%[activator] | 5% | -14%
33 | CCOc1ccccc1CNC(=O)c1cccc(NC(=O)c2nsc3ccccc23)c1 | 2% | ? | 1% | -9%
34 | Fc1ccc(-n2ncc3c(N4CCC(Cc5ccccc5)CC4)ncnc32)cc1 | 2% | -1% | 3% | -7%
35 | CC(C)CC(=O)NCC1(N(C)C)CCCCC1 | 0% | 2% | 0% | -10%
36 | COc1ccc(OC)c(C2Nc3c(C)cc(C)cc3-c3cc(C)nn32)c1 (configuration not stated) | -6% | 8% | 3% | ?
37 | CC(=O)c1cccc(Nc2cc(C)nc3nc(Cc4ccccc4)nn23)c1 | -5% | 1% | 8% | -5%
38 | COc1ccc(/C=C/c2nc(C#N)c(N3CCN(c4ccccc4)CC3)o2)cc1OC | 3% | -5% | 0% | -2%
39 | CCOC(=O)c1ccccc1NC(=O)Cn1ncc2c1-c1ccccc1OC2 | 4% | -9% | 4% | -18%
40 | COc1cccc(C(=O)c2sc(Nc3ccc(F)c(Cl)c3)nc2N)c1 | 0% | -5% | 0% | -21%

item | p53null 39C tox | B2AR arrestin ag | NTMT1 inh
31 | 29% | 2% | 12%
32 | ? | 1% | 0%
33 | ? | 0% | -1%
34 | 18% | 0% | -4%
35 | 11% | -3% | 19%
36 | ? | 1% | 21%
37 | -2% | -3% | 1%
38 | -3% | -3% | -3%
39 | 8% | -1% | 11%
40 | -1% | -1% | -1%

Next section
item | SMILES | TSG101-PTAP inh | p53null 32C tox | GALK inhibitor | FH mod
41 | CCOC(=O)c1cc2c(=O)n3ccccc3nc2n(CC2CCCO2)c1=NC(=O)c1ccccc1OCC (configuration not stated) | -2% | -24% | 1% | -4%
42 | COc1ccc(OC)c2sc(N(Cc3cccnc3)C(=O)c3ccco3)nc12 | -12% | -1% | -2% | -7%
43 | CCOc1ccc2c(c1)c(=O)c(S(=O)(=O)c1ccc(Cl)cc1)cn2Cc1ccccc1C | -6% | 0% | -8% | 1%
44 | Cc1cc(C)cc(NS(=O)(=O)c2ccc3c(c2)CCCN3C(=O)C2CCC2)c1 | -5% | 31%[activator] | -2% | ?
45 | CCN(C(=O)c1cnc2ccc(C)cn2c1=O)c1ccccc1 | -5% | 1% | 6% | 0%
46 | CCn1c(CN2CCOCC2)nc2cc(NC(=O)c3ccccc3[N+](=O)[O-])ccc21 | 0% | 8% | 2% | 5%
47 | COc1ccc2c(c1)CCc1c(C(=O)Nc3c(C)nn(Cc4ccc(Cl)cc4)c3C)noc1-2 | 0% | 39%[activator] | -6% | -25%
48 | CCOc1cccc(C2c3[nH]c4ccccc4c3CCN2C(=O)c2ccccc2F)c1 (configuration not stated) | 0% | 11% | -2% | -26%

item | p53null 39C tox | B2AR arrestin ag | NTMT1 inh
41 | 18% | 0% | ?
42 | 27% | -2% | 18%
43 | 1% | -1% | 16%
44 | -18% | 1% | -11%
45 | 9% | 0% | 1%
46 | 7% | -4% | -10%
47 | 31%[activator] | 0% | 4%
48 | 59%[activator] | 0% | -2%
